AI-2 QS mod = Vibrio harveyi AI-2 quorum sensing modulators, primary screen, JMH597 strain, luminescence/OD600 ratio; activity change, % at 7.5 µM; AID 2094, 2009; actives 0.4% (n = 300,000); Vibrio harveyi JMH597 AI-2 luminescence/OD600 ratio, 9 h; active compounds read low; strain lacks LuxN and CqsS sensors; 0 = neutral-control median; in the data active means activity change below about -75%, passing the limit was not always enough; inconclusive means no clear call, values can overlap the other calls;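 further: luminescence divided by OD600 gain over 9 h not by final OD600 alone; inactives centre near 13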
GSK3B inh = human GSK3beta kinase inhibitors, primary screen, biochemical, cell-free homogeneous, HTS | Glycogen synthase kinase-3 beta (Homo sapiens), P49841 | GST-GSK3beta kinase, ADP-Glo luminescence, 60 min; active compounds read low | activity score (negative = inhibition), % at 10 µM | actives 0.038% (n = 300,000);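 active means more than half of replicate wells score below -50%, meaning over 50% inhibition versus plate controls; inconclusive means some replicates but at most half score below -50%; inactive means no replicate scores below -50%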;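 further: 0% = median DMSO wells and -100% = median GW8510 positive control wells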
Target sequence (P49841 whole entry, looked up): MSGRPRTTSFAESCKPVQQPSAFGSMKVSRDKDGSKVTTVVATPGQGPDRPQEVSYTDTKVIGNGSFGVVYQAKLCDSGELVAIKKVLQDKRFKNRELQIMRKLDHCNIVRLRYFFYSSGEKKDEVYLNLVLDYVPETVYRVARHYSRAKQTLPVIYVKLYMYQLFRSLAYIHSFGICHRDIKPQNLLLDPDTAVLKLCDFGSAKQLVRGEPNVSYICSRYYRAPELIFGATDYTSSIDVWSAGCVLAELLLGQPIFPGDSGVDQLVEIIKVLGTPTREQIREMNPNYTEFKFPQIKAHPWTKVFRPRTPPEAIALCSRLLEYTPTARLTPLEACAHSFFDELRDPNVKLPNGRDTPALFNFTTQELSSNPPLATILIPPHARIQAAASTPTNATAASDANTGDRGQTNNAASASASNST
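Assay system: GST-fused GSK3beta enzyme, cell-free / Medium: Tris pH 7.5 buffer with MgCl2, DTT, BSA, heparin / Also added: peptide substrate plus 25 µM ATP (final) / Compound: 10 µM single point / Timing: kinase reaction with compound 60 min at room temperature / Detection: ADP-Glo luminescence / Benchmarks: DMSO neutral wells and GW8510 at 20 µM as positive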
HSP90 refold inh = HSP90 inhibitors, primary screen, cell lysate, luminescence | inhibition, % at 5.6 µM | Rabbit reticulocyte lysate, luciferase refolding luminescence, 3 h | Heat shock protein HSP 90 (rabbit reticulocyte lysate; luciferase refolding) | actives 0.91% (n = 290,000);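 active means inhibition above the screen-wide mean plus 3 SD, computed separately per campaign, cut at about 16% in these data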;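 further: 0% = DMSO wells and 100% = 60 µM geldanamycin wells; inhibitors lower the luminescence because luciferase stays unfolded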
GSK3A inh = blockers of GSK3A enzyme activity – biochemical, luminescence, cell-free homogeneous, HTS, primary screen | GSK-3 alpha kinase, ADP-Glo luminescence, 60 min | inhibition, % at 10 µM | actives 0.1% (n = 320,000);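 in the data active means inhibition above about 50%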;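 further: GST-tagged GSK-3 alpha with peptide substrate and 25 µM ATP; 0% = DMSO neutral wells and 100% = GW8510 positive control wells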
Target sequence (P49840 whole entry, looked up): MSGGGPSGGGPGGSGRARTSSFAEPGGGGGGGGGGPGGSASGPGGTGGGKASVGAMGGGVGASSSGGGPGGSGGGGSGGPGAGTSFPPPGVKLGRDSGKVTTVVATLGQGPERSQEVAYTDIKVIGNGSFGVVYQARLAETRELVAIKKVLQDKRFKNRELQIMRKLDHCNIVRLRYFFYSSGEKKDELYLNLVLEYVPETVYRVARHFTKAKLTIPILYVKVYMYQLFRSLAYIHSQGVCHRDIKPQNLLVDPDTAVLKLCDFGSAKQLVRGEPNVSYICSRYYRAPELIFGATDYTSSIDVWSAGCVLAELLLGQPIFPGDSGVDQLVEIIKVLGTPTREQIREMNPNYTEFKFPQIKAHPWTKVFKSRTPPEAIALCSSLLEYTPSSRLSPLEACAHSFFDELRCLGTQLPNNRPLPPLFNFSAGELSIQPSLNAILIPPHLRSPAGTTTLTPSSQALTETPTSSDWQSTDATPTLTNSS
HIF activator = HIF pathway transcriptional activators, primary screen, cell-based, U2OS HRE-luciferase, luminescence. U2OS HRE-luciferase reporter; normalized: DMSO 0%, desferrioxamine 100%. activation, % at 7.5 µM (by protocol). actives 0.32% (n = 300,000);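 active means mean activation of at least 10% of the iron chelator positive control signal, with at least half of replicates also reaching 10%; inconclusive means mean and replicate majority disagree about reaching 10%; inactive means mean and most replicates under 10%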
HSF1 inh = HSF1 inhibitors in luciferase reporter cells, primary screen, cell-based, NIH3T3, luminescence; actives 0.77% (n = 300,000); AID 2098, 2009; NIH3T3-HGL HSE-luciferase, MG132-induced, luminescence 8 h; active compounds read low; activity change, negative = inhibition, % at 7.5 µM (by protocol);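 active means more than half of replicate wells show activity change below -50%, luminescence cut by over half; inconclusive means some wells, but at most half, below -50%; inactive means no replicate well below -50%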;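 further: luciferase reports HSF-1 transcriptional activity via heat shock element; 0% = median of DMSO wells and -100% = zero luminescence signal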
KLF5 inh = KLF5 expression inhibitors, primary screen, DLD-1 cells, luminescence; DLD-1 KLF5 promoter-luciferase reporter; actives 0.23% (n = 290,000); inhibition, % at 5 µM;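 active means inhibition above a per-plate limit of that plate's mean compound inhibition plus 3 SD, cut at about 60% in these data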;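 further: 0% = DMSO wells and 100% = LY294002 at 200 µM; higher means less KLF5 promoter-driven luciferase light; inactives centre near -14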
IEC-6 cytotox = cytotoxicity in IEC-6 intestinal epithelial cells, primary screen, cytotoxicity control for KLF5 inhibitor project, cell-based, luminescence; actives 0.78% (n = 290,000); inhibition, % at 5 µM; IEC-6 cytotoxicity, luminescence viability; in the data active means inhibition above about 22%;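 further: 0% = plate median of test compound wells and 100% = cytotoxic reference compound wells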
aSyn UTR inh = MLPCN primary screen, SNCA 5' untranslated region | inhibition, % (tested at 7.5 µM) | actives 0.82% (n = 300,000) | alpha-synuclein 5'UTR reporter, inhibitor activity; in the data active means inhibition above about 60%; inconclusive means no clear call, values can overlap the other calls;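 further: H4 neuroglioblastoma cells stably carrying SNCA 5'UTR luciferase fusion; 0% = DMSO wells and 100% = positive control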
HSF1 activator = HSF-1 activators, primary screen, NIH3T3-HGL cells, MG132 stress, luminescence, single point; NIH3T3-HGL HSF-1 luciferase reporter, 8 h; 100% = twice DMSO control signal; activation, % at 9 µM; actives 1.7% (n = 300,000);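 active means mean replicate activation of at least 50% with a set share of replicates each reaching 50%; inconclusive means only one of those two conditions met; inactive means mean below 50% and too few replicates reaching it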;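 further: 0% = median of the neutral control wells and 100% = twice that signal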
The depositor's hits bear a star; u = inconclusive; x = no result given; & = joins results of further samples.

SMILES	AI-2 QS mod	GSK3B inh	HSP90 refold inh	GSK3A inh	HIF activator	HSF1 inh	KLF5 inh	IEC-6 cytotox	aSyn UTR inh	HSF1 activator
CCCN(C(=O)COC(=O)c1cc(CC)c(C)s1)c1c(N)n(Cc2ccccc2)c(=O)[nH]c1=O	31	-2	x	-1	-1.2	0	x	x	17	0
CC1Cc2ccccc2N1S(=O)(=O)c1cccc(C(=O)c2nccn2C)c1 (stereo unspecified)	3	-2	0	-2	-0.2	2	-7	2	10	-15
O=C(OCc1ccccc1Cl)C1CC(=O)N(Cc2ccco2)C1 (stereo unspecified)	34	-3	x	-2	-1.9	2	x	x	1	-4
Cc1ccc(S(=O)(=O)NC(C)(C)CN2CCc3ccccc3C2)cc1	19	1	-1	-2	0.9	0	-14	-2	2	-8
CCCn1c(COc2ccccc2)nc2ccccc21	1	3	0	-1	0.5	5	-63	2	-15	-2
COc1cc(Cl)ccc1NC(=S)N(CCN1CCOCC1)C1CCN(C(C)=O)CC1	10	-3	1	1	0.0	-7	-35	5	-6	-6
O=C(CSc1ccc(-c2cccs2)nn1)Nc1ccccc1	32	-1	4	1	1.1	22	-28	7	-26	39
CC1=C(C(=O)OC(C)C)C(c2cccnc2)C2=C(CC(C)(C)CC2=O)N1 (stereo unspecified)	11	2	0	-3	1.6	-1	5	-5	17	12
C=CCOC(=O)C1=C(C)NC(=O)NC1c1cn(-c2ccccc2)nc1-c1cccs1 (stereo unspecified)	24	0	2	-2	0.0	4	-11	7	6	24
O=C(CSc1nnc(-c2ccccc2F)n1C1CCCCC1)N1CCCC1	9	1	5	-2	0.7	-3	6	-5	-13	0
COc1ccc(NC(=O)CCC(=O)N(Cc2ccc(OC)c(OC)c2)c2nccs2)cc1	12	5	-5	1	170*	-4	-24	0	-14	22
COc1ccc(CN=C(Nc2ccccc2)SC2CC(=O)N(C)C2=O)cc1 (stereo unspecified)	23	1	0	-2	0.5	-1	-10	-4	-1	14
C/C=C/C(=O)OCC(=O)Nc1ccc(C)c(S(=O)(=O)N(C)C)c1	24	0	1	-1	-0.5	-1	13	6	2	22
O=C(COC(=O)c1ccc(O)cc1O)Nc1nnc(-c2ccccc2)o1	25	4	x	-2	-0.4	-6	x	x	-20	5
COCCC(=O)Nc1ccc2c(c1)CN(C(=O)CSC)CC2	23	2	2	0	0.4	-8	-2	6	7	-6
CCCN1C2CCCC1CC(NC(=O)NC13CC4CC(CC(C4)C1)C3)C2 (stereo unspecified)	13	0	3	1	-33	-2	-22	2	-11	-11
CCC(=O)NCCc1nc2cc(NC(=O)c3ccc(OC)cc3)ccc2n1C	17	1	-4	-2	1.7	8	-85	14	-119	7
O=C(Nc1ccc(N2CCCC2=O)cc1)c1cncc(Br)c1	18	4	0	1	1.5	-10	-46	-8	-23	-6
O=c1oc2ccccc2c(Nc2ccccc2O)c1[N+](=O)[O-]	30	-2	7	3	-0.2	-7	-16	3	-56	-4
Cc1ccc(CNC(=O)c2cc(S(=O)(=O)N3CCOCC3)cn2C)cc1	17	-1	-2	-4	0.0	-21	21	3	16	-34
O=C(CCNC(=O)Cn1ccc2ccccc2c1=O)NCC1CCCC1c1ccccc1 (stereo unspecified)	8	0	5	0	-0.4	-4	2	4	-1	11
CC(C)N(Cc1nccn1C)C(=O)c1ccc2oc(Cc3ccccc3)nc2c1	9	1	9	x	0.9	-1	-4	4	-12	18
COCCN(C(=S)Nc1cccc(OC)c1)C1CCN(C(C)C)CC1	13	0	4	-1	1.0	6	-23	5	-6	-1
O=C(N/N=C/c1ccc(Br)o1)c1ccc2c(c1)OCCO2	8	-1	1	8	0.8	-79*	-118	0	-123	-81
O=C1NC(=Nc2ccccc2)c2c1cccc2[N+](=O)[O-]	39	1	2	2	0.5	0	-14	4	-24	7
Going on with the list:
SMILES	AI-2 QS mod	GSK3B inh	HSP90 refold inh	GSK3A inh	HIF activator	HSF1 inh	KLF5 inh	IEC-6 cytotox	aSyn UTR inh	HSF1 activator
CCCCn1c(N)c(N(CCOC)C(=O)Cn2c(=O)oc3ccccc32)c(=O)[nH]c1=O	23	-2	x	2	-3.3	2	x	x	-4	7
O=C(CSc1ccc(Cl)cc1)Nc1cccc(-c2nc3ccccc3[nH]2)c1	7	0	2	x	-3.3	5	-26	7	-89	6
C=CCN1C(=O)/C(=C2/Sc3ccccc3N2CC)SC1=S	16	2	1	-1	-1.3	0	-58	-2	8	14
O=C(c1cc(=O)[nH]c2ccccc12)N1CCN(c2ccccc2)CC1	-11	-5	-1	-1	0.0	-4	-5	-3	3	29
O=C(NC1CCCC1)C(c1ccc(F)cc1)N(Cc1ccccc1)C(=O)c1csnn1 (stereo unspecified)	13	1	-5	-2	-0.7	5	-18	-8	-12	10
CCC(C)c1ccccc1NC(=O)COC(=O)c1ccc(N2CCCC2)c([N+](=O)[O-])c1 (stereo unspecified)	14	-23	5	0	-0.1	-10	-16	0	6	-8
COC(=O)NC1CCC(CC2CCC(NC(=O)OC)CC2)CC1 (stereo unspecified)	x	x	0	0	-0.4	-1	-3	3	-5	-7
COc1cc(CNCc2ccccn2)ccc1OCc1c(Cl)cccc1Cl	33	-3	3	0	-0.5	-5	-26	3	-13	4
COc1ccc(CC(=O)NCC2CCCN(Cc3ccc(F)cc3F)C2)cc1 (stereo unspecified)	12	-3	-5	-1	1.9	-7	-5	-9	17	2
Cc1oc2cc3oc(=O)c(CCC(=O)NCCN4CCOCC4)c(C)c3cc2c1C	-2	-3	-1	0	0.9	11	-35	1	-30	18
Cc1ccc(S(=O)(=O)CC(=O)c2cc3cccc(C)c3oc2=O)cc1	4	-3	-2	1	-1.0	-2	-34	-7	-14	-4
COc1ccc(NC(=O)c2cc(CC(C)C)nc3ccccc23)cc1	29	3	-2	-2	-0.8	-48	-2	10	52	-52
O=C(NCC1CCCO1)C1CCN(C2CCN(C3CCCCCC3)CC2)CC1 (stereo unspecified)	27	-3	2	-1	0.4	-9	-18	5	-6	-22
COc1ccc2c(c1)C=C(CN1CCN(C(C)C)C(CCO)C1)CO2 (stereo unspecified)	11	-3	-3	0	-0.3	5	0	2	-1	-17
CC(=O)c1sc2c(c1OC(=O)c1ccc(Cl)cc1Cl)c(=O)n(-c1ccccc1)c(=S)n2-c1ccccc1	19	-1	5	-2	-2.8	11	9	-1	101*	-5
CC(C)Nc1nc(-c2ccccc2)nnc1-c1ccccc1	-3	-1	2	-1	-0.1	1	13	3	6	-1
Cc1ccc(S(=O)(=O)c2cc(N3CCOCC3)nc(-c3ccccc3)n2)cc1	6	4	-1	4	-0.4	3	4	-3	15	9
CCCS(=O)(=O)c1nc(S(=O)(=O)c2ccc(C)cc2)c(N2CC(C)OC(C)C2)s1 (stereo unspecified)	35	7	1	-1	1.0	4	-50	2	-29	-2
CN(C)C(CN=C1NS(=O)(=O)c2ccccc21)c1ccco1 (stereo unspecified)	28	1	-2	0	0.0	5	-15	-12	-35	-1
CCc1ccc2oc(C(=O)NCc3ccc(S(N)(=O)=O)cc3)c(C)c2c1	9	-3	0	-1	0.8	22	-24	2	-30	40
CCOC(=O)C1=C(C)NC(C)=C(C(=O)OC)C1c1cccc([N+](=O)[O-])c1 (stereo unspecified)	25	1	0&-3	-1	0.1	7	-2&-22	-1&0	14	0
O=C(NCCOc1ccccc1)c1cc(S(=O)(=O)N2CCOCC2)ccc1F	16	-1	-4	x	-0.2	1	-5	6	24	-8
Cc1cc(C(C#N)c2ccccc2F)n2ncnc2n1 (stereo unspecified)	11	0	2	55*	-0.6	-4	-10	0	-3	9
CCn1c(-c2cc(Cl)ccc2OC)n[nH]c1=S	6	0	5	2	-0.4	-4	-2	4	4	11
O=C(NCCCN1CCOCC1)c1ccc([N+](=O)[O-])cc1[N+](=O)[O-]	36	-1	6	0	0.2	2	4	-2	1	-8
Further records:
SMILES	AI-2 QS mod	GSK3B inh	HSP90 refold inh	GSK3A inh	HIF activator	HSF1 inh	KLF5 inh	IEC-6 cytotox	aSyn UTR inh	HSF1 activator
Cc1cccc(-n2c(CCc3ccccc3)nnc2SCC(=O)c2ccccc2)c1	7	1	3	-3	-0.1	18	-25	-2	0	u
Cc1nc2ccc(NC(=O)c3cc([N+](=O)[O-])cc([N+](=O)[O-])c3Cl)cc2s1	x	x	-6	-1	x	x	-18	-4	x	x
O=C(NCCCl)Nc1ccccc1OCCOc1ccccc1NC(=O)NCCCl	2	-1	-3	0	1.4	-6	19	-1	-7	4
O=C1CCCC2=C1C(c1cccs1)n1nc(SCc3ccccc3F)nc1N2 (stereo unspecified)	20	2	-1	0	-1.3	4	-29	6	35	28
CCN(CC)S(=O)(=O)c1ccc(N2CCN(S(=O)(=O)c3ccccc3)CC2)nc1	7	1	-1	x	0.5	0	-6	2	4	-8
CSc1ccc(C(=S)N2CCN(C(c3ccccc3)c3ccccc3)CC2)cc1	10	4	1	1	0.0	-4	-13	-1	37	-18
CSCC(C)N1CCC(Oc2cccc(C(=O)NCc3ccccn3)c2)CC1 (stereo unspecified)	6	2	2	-1	0.0	-2	-26	2	-2	-7
CCC(C)NC(=O)CSc1nc2ccccc2c(=O)n1Cc1ccc(OC)cc1 (stereo unspecified)	8	1	2	-2	1.2	-1	-44	2	20	3
CCSc1nnc2nc(C)cc(C)n12	36	2	0	-23	2.2	-8	-12	-4	-5	8
Cc1ccc(S(=O)(=O)N2CCOCC2)cc1NC(=O)COC(=O)C1COc2ccccc2O1 (stereo unspecified)	8	2	-3	-2	-0.2	1	29	-4	19	29
COc1ccc(NC(=O)CN2CCN(CC(=O)Nc3ccccc3Cl)CC2)cc1	4	1	-2	0	-0.1	0	-16	-1	11	-5
Cc1cc(Nc2ncc(Cl)cc2Cl)n(-c2ccccc2C)n1	1	0	-5	0	0.0	-5	-6	-11	-7	10
CSc1nccn1C(=O)c1ccccc1[N+](=O)[O-]	18	2	1	1	0.9	-43	12	0	10	-56
O=C(CNCc1ccccc1Cl)NCc1ccco1	24	2	0	-2	0.2	0	-8	2	7	0
Cc1csc(NC(=O)CCS(=O)(=O)c2ccc(Br)cc2)n1	7	-2	1	-2	-0.4	1	-3	3	-36	15
N#CCCSCc1ccc(C(=O)O)o1	31	3	3	-2	0.0	0	-6	-1	7	-4
